Bioassay records (PubChem)
DT40 TDP1 no CPT: qHTS for Inhibitors of human tyrosyl-DNA phosphodiesterase 1 (TDP1): qHTS in cells in absence of CPT. 420,000 compounds, 15% hits. AID 686978, 2013. DT40 Tdp1-/- hTDP1 cells, no CPT, ATP luminescence, 48 h. Potency, µM (top dose mostly 46.2 µM), inactives show at the top dose activity change, negative = growth inhibition, hits mostly inhibitors; also: nearly all actives have a fitted effect of over 55% in size
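Camptothecin absent (DMSO only). Human TDP1-complemented DT40 knockout cells, 400 cells/well, 37 °C for minimum 48 hr; ATP measured via CellTiter-Glo, 30 min dark incubation, luminescence.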
TDP1 block: inhibitors of human tyrosyl-DNA phosphodiesterase TDP1; Potency, µM (top dose mostly 130 µM), without a hit: top-dose activity change, negative = inhibition, actives largely listed as inhibitors; 350,000 compounds, 0.28% hits; recombinant TDP1, AlphaScreen DNA substrate cleavage; AID 485290; Q9NUW8; also: nearly all actives have a fitted effect of over 40% in size
Target sequence (Q9NUW8 whole entry, looked up): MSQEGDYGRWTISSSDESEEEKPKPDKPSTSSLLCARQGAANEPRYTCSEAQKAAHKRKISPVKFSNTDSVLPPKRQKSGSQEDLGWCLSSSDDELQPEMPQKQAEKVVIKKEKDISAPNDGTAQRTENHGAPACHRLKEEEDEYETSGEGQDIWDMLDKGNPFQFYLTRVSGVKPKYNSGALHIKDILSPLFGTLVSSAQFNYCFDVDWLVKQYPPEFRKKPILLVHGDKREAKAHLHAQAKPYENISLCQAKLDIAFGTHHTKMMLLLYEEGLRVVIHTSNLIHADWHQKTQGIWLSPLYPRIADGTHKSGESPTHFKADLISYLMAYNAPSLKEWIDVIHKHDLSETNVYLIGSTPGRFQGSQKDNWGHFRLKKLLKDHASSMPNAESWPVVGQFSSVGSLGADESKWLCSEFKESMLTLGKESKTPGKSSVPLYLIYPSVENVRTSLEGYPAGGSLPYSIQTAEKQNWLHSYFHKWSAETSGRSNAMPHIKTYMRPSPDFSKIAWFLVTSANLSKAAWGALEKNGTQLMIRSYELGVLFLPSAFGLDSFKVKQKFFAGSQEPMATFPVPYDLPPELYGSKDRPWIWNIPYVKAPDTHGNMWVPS
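Steps: enzyme plus compound, 15 min RT; add biotin/phosphotyrosine-FITC oligonucleotide (15 nM final), react 5 min; add donor/acceptor beads (10 ug/ml final), 10 min; read AlphaScreen. Tdp1 at 1 nM final.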
TDP1 cell CPT: DT40-hTDP1 cell growth loss with CPT; chicken DT40 Tdp1-/-;hTDP1 cells + 20 nM CPT, ATP luminescence, 48 h; AID 686979; Potency, µM (top dose mostly 46.2 µM), inactives show at the top dose activity change, negative = growth inhibition, most hits filed as inhibitors; 420,000 compounds, 12% hits; also: nearly all actives have a fitted effect of over 55% in size
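Chicken DT40 Tdp1-/- cells complemented with human TDP1, 400 cells/well, exposed to compounds plus 20 nM camptothecin for at least 48 h at 37 C; viability read as ATP content by CellTiter-Glo luminescence.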
* = called active by the depositor; ? = inconclusive; nt = not tested or not shown; [ ] = remark or other dose. Calls follow the shape of the dose curve; as a rule, active = well fitted curve in the direction sought with a large enough effect; inconclusive = small, poorly fitted or top-dose-only effect, or another doubt; inactive = no such curve, though single readings can be large; an effect the other way counts as inactive or inconclusive. % is scaled to controls: 0 for no effect and ±100 for the full control effect; potency is read from the fitted curve at half-maximal effect.

cpd	smiles	DT40 TDP1 no CPT	TDP1 cell CPT	TDP1 block
1	COC(=O)c1sccc1-n1cccc1C(=O)N1CCOCC1	-17%	-7%	0%
2	O=C(O)CC1(CC(=O)N2CCN(CCO)CC2)CCCC1	-18%	-9%	5%
3	COc1ccc(CCNc2nc(-c3ccc(Cl)cc3)cc(C(F)(F)F)n2)cc1OC	26µM*	23µM*	0%
4	CCc1sc(N(C(=O)Cc2ccccc2)c2ccccc2)nc1-c1ccccc1	?	?	0%
5	Cc1ccc(C(=O)OCC(=O)NCCc2ccccc2)cc1S(=O)(=O)N1CCOCC1	-3%	6%	-4%
6	O=S(=O)(CCSc1nc2ccccc2s1)c1nc2ccccc2s1	3.7µM*	6.5µM*	1%
7	Cc1nn(CCc2n[nH]c(=S)n2C2CCCCC2)c(C)c1Br	-16%	-1%	5%
8	Cc1cc(NC(=O)C(C)SCC(=O)Nc2ccccc2OC(F)F)no1 (stereo not drawn)	-5%	-10%	1%
9	COc1ccc(C)cc1C(=O)CCC(=O)NC1CCCCC1	-23%	-11%	5%
10	CC(C)(C)OC(=O)N1CCC[C@H]1C(=O)NCC1CCC(C(=O)O)CC1 (stereo partly drawn)	5%	3%	-2%
11	NS(=O)(=O)c1ccc(CCNCC(=O)NC2CC2)cc1	1%	-3%	0%
12	COCCN(C(=O)C(C)C)c1nnc(-c2ccc(C)cc2)s1	?	?	-12%
13	O=S(=O)(c1cccs1)n1nnc2ccccc21	-1%	-1%	-3%
14	CN(C)c1ccc(/C=C/C(=O)c2ccc3c(c2)OCCO3)cc1[N+](=O)[O-]	-6%	-15%	11%
15	CCOC(=O)c1c(C)c(C(=O)N2CCN(c3ccc(F)cc3)CC2)c(C)n1C	?	?	5%

In a second layout: 3 of the compounds above
Under each structure – DT40 TDP1 no CPT | TDP1 cell CPT | TDP1 block
6	O=S(=O)(CCSc1nc2ccccc2s1)c1nc2ccccc2s1
→ 3.7µM* | 6.5µM* | 1%
9	COc1ccc(C)cc1C(=O)CCC(=O)NC1CCCCC1
→ -23% | -11% | 5%
15	CCOC(=O)c1c(C)c(C(=O)N2CCN(c3ccc(F)cc3)CC2)c(C)n1C
→ ? | ? | 5%

(list continues)
cpd	smiles	DT40 TDP1 no CPT	TDP1 cell CPT	TDP1 block
16	CCOc1ccccc1C(=O)NCC(c1ccc(N(C)C)cc1)N1CCCC1 (stereo not drawn)	-77%	21µM*	nt
17	COc1ccc(OCCNC(=O)C2(C)CCN2Cc2ccc3ccccc3c2)cc1 (stereo not drawn)	16µM*	29µM*	nt
18	CCO[C@@H]1OC(C(=O)N2CCOCC2)=C[C@H](c2ccc(Br)cc2)[C@H]1CCCO	?	?	6%
19	CCCNc1c(NC(C)=O)c(=O)oc2ccccc12	10%	-16%	0%
20	Cc1cccc(Cn2c(C)c(C)c3cc(C(=O)NCc4ccc(C)o4)ccc32)c1	?	?	8%
21	COC(=O)c1ccc(C(=O)Nc2ccc3nc(-c4cccnc4)[nH]c3c2)cc1	5.2µM*	-16%	-2%
22	Cc1cccc(-c2nc(CSCC(=O)NCc3cccs3)c(C)o2)c1	?	?	7%
23	COc1ccc(CCNC(=O)Cc2c(C)c3c(cc(C)c4c(C)coc43)oc2=O)cc1OC	21µM*	18µM*	0%
24	O=c1cc(CN2CCN(S(=O)(=O)/C=C/c3ccccc3)CC2)c2ccc(O)cc2o1	21µM*	?	4%
25	Cc1nc(CNS(=O)(=O)c2ccc3c(c2)CCCC3)cs1	?	16µM*	3%
26	COC(=O)c1ccc(NC(=O)CCN2CCN(Cc3ccccc3)CC2)cc1	-13%	-1%	0%
27	CCOC(=O)c1sc(NC(=O)CSc2nc3c(c(=O)n2-c2ccc(C)cc2)SCC3)c(C(=O)OCC)c1C	-6%	3%	-1%
28	COc1cccc(CNn2cnnc2)c1O	-9%	1%	3%
29	COc1cc(C2C(=O)N(C3CCCCCC3)CC(=O)N2CCC2=CCCCC2)ccc1OC(C)C (stereo not drawn)	21µM*	18µM*	5%
30	COc1ccc(C(=O)N(c2ccc(OC)cc2)S(=O)(=O)c2cccs2)cc1	?	?	-3%

Additional results follow.
cpd	smiles	DT40 TDP1 no CPT	TDP1 cell CPT	TDP1 block
31	Cc1ccccc1SCC(=O)OCC(=O)N1CC(=O)Nc2ccccc21	8%	5%	1%
32	c1ccc(-c2noc(-c3cccnc3)n2)nc1	?	-23%	2%
33	CCOC(=O)c1nc(Nc2ccc(Cl)cc2)c2c(C)noc2n1	-19%	4%	1%
34	N#CCCn1cc(C(=O)Nc2ccc([N+](=O)[O-])cc2)c(-c2cccs2)n1	-27%	-14%	-3%
35	COc1ccc(COC(=O)NNC(=O)c2ccccc2Cl)cc1	-2%	-13%	2%
36	Cc1ccc(NC(=O)CSc2nnc(N)s2)c([N+](=O)[O-])c1	-13%	-9%	3%
37	CCOC(=O)CNC(=O)CSc1nnnn1-c1cc(C)ccc1C	-7%	-3%	6%
38	Cc1nnc(SCC(=O)Nc2nccs2)o1	22%	-11%	7%
39	O=c1c2ccccc2cnn1Cc1n[nH]c(=S)n1-c1ccccc1F	-7%	-18%	nt
40	CC(C)Oc1ccc(CNC(=O)Cn2ncn3nc(-c4cccs4)cc3c2=O)cc1	-29%	-29%	3%
41	CCNC(=O)NC(=O)C(C)OC(=O)CCS(=O)(=O)c1ccc(C)cc1 (stereo not drawn)	-28%	-24%	-5%
42	O=C(CCSCc1ccccc1Cl)N1CCN(c2ccc(F)cc2)CC1	?	?	8%
43	CC(=O)N1c2ccc(S(=O)(=O)NCCc3ccccc3)cc2CC1C (stereo not drawn)	12µM*	?	4%
44	NC(=O)C1CCN(c2oc(-c3ccccc3)nc2S(=O)(=O)c2ccc(Br)cc2)CC1	-5%	-17%	9%
45	CCOc1ccc(N(C(=O)c2ccc(OC)cc2)S(=O)(=O)c2ccc3c(c2)n(C)c(=O)n3C)cc1	?	?	7%

Sorted by molecular weight (smallest number first): part of the list above.
cpd	smiles	DT40 TDP1 no CPT	TDP1 cell CPT	TDP1 block
36	Cc1ccc(NC(=O)CSc2nnc(N)s2)c([N+](=O)[O-])c1	-13%	-9%	3%
33	CCOC(=O)c1nc(Nc2ccc(Cl)cc2)c2c(C)noc2n1	-19%	4%	1%
37	CCOC(=O)CNC(=O)CSc1nnnn1-c1cc(C)ccc1C	-7%	-3%	6%
43	CC(=O)N1c2ccc(S(=O)(=O)NCCc3ccccc3)cc2CC1C (stereo not drawn)	12µM*	?	4%
41	CCNC(=O)NC(=O)C(C)OC(=O)CCS(=O)(=O)c1ccc(C)cc1 (stereo not drawn)	-28%	-24%	-5%
40	CC(C)Oc1ccc(CNC(=O)Cn2ncn3nc(-c4cccs4)cc3c2=O)cc1	-29%	-29%	3%

(cont.)
cpd	smiles	DT40 TDP1 no CPT	TDP1 cell CPT	TDP1 block
46	CCOC(=O)C1C(=O)NC(c2ccccc2)=NC1c1ccc(C(C)C)cc1 (stereo not drawn)	-29%	?	-1%
47	Cc1ccc2nc(C(=O)N3CCc4c([nH]c5ccccc45)C3c3ccccn3)cn2c1 (stereo not drawn)	21µM*	?	6%
48	Cc1cccc(C(=O)N/C(=C\c2ccco2)C(=O)N2CCCC2)c1	-25%	-3%	0%
49	COc1ccc(C2c3[nH]c4ccccc4c3CCN2C(=O)CCC2CCCC2)cc1 (stereo not drawn)	?	21µM*	5%
50	Cc1ccc(-c2csc(C(C#N)=C3CCCC3)n2)cc1	?	-21%	nt
51	COc1cc2c(c3oc(=O)cc(CC(=O)O)c13)CCC(C)(C)O2	-14%	9%	nt
52	CN(Cc1ccc(F)cc1)C(=O)c1ccc(NC(=O)CC2SC(N3CCCC3)=NC2=O)cc1 (stereo not drawn)	10%	7%	1%
53	CC1=C(CC(=O)NCC(=O)NCC(=O)O)c2cc(F)ccc2/C1=C/c1ccc(S(C)=O)cc1 (stereo not drawn)	6%	3%	nt
54	CC(C)Cc1nc2sc3c(=O)[nH]cnc3c2c2c1CCC2	0%	-7%	5%
55	COc1ccc(/C=C/C(=O)Nc2cc(C(F)(F)F)ccc2Cl)cc1OC	?	29µM*	-1%
56	CSc1nc(N2CCOCC2)cc(N2CCOCC2)n1	-18%	3%	0%
57	Cc1ccc(OCC(=O)NC(=S)Nc2ccccn2)c(Br)c1	-6%	-9%	0%
58	COc1ccc(-c2cn3nc(N4CCCC(C(=O)Nc5ccccc5OC)C4)sc3n2)cc1 (stereo not drawn)	16µM*	15µM*	5%
59	O=C(NCc1ccc2c(c1)OCO2)Nc1ccc2ccccc2c1	-5%	4%	nt
60	COc1cc(/C=C2\SC(N)=NC2=O)cc(Br)c1O	?	-4%	nt

More results:
cpd	smiles	DT40 TDP1 no CPT	TDP1 cell CPT	TDP1 block
61	CCN(CC(=O)Nc1cc(Cl)ccc1C)C(=O)COc1ccccc1F	-14%	-1%	-1%
62	CCOC(=O)c1c(N2C(=O)CC(Sc3ccccc3C(=O)O)C2=O)sc(C)c1C (stereo not drawn)	?	23µM*	-8%
63	CCS(=O)(=O)c1ncc(N(Cc2ccccc2)Cc2ccco2)c(C(=O)Nc2cccc(Cl)c2C)n1	?	?	6%
64	CN(C)c1ccc(-c2noc(C3CCN(S(=O)(=O)c4cccc(C(=O)O)c4)CC3)n2)cc1	2%	-13%	4%
65	Cc1ccc(S(=O)(=O)N2CCCCC2)cc1NC(=O)c1ccc(=O)[nH]c1	-9%	0%	nt
66	CCc1nc(C)cn1S(=O)(=O)c1cc(Br)ccc1OC	-13%	-7%	6%
67	NC(=O)CC(NC(=O)Cc1ccc(Br)cc1)c1ccc(NC2CC3CCC2C3)c([N+](=O)[O-])c1 (stereo not drawn)	?	?	nt
68	Oc1c(Br)cc(Br)cc1C=NCc1ccc(F)cc1	?	?	0%
69	O=C(OCc1ccc([N+](=O)[O-])cc1)C1CCN(S(=O)(=O)c2ccccc2)CC1	-17%	11%	5%
70	O=C(c1ccc(Cl)cc1)n1nc(-c2cccnc2)nc1NCc1ccc(F)cc1	-18%	-18%	6%
71	O=C1c2[nH]nc(-c3ccccc3O)c2C(c2ccc(Cl)cc2)N1Cc1ccco1 (stereo not drawn)	?	16µM*	15%
72	Cc1[nH]c2ccccc2c1SCCNC(=O)c1ccccc1F	?	?	9%
73	CCOC(=O)C1CCCN(c2ncnc3c2cnn3-c2ccc(Cl)cc2)C1 (stereo not drawn)	?	-25%	-8%
74	CCOc1ccc(Nc2nc3ccccc3c3nnc(CC)n23)cc1	10µM*	15µM*	-2%
75	O=C(CSc1nc(=O)n(Cc2ccncc2)c2c1CCC2)Nc1ccccc1	3%	-2%	5%

Next section
cpd	smiles	DT40 TDP1 no CPT	TDP1 cell CPT	TDP1 block
76	CCN(CC)S(=O)(=O)c1ccc(NCc2ccccn2)nc1	5%	-6%	nt
77	O=C1NC(=O)C(=C2CCCCCC2)S1	-5%	-25%	-3%
78	Cc1cc(C(=O)COC(=O)c2ccc(CO)cc2)c(C)n1CC1COc2ccccc2O1 (stereo not drawn)	?	23µM*	3%
79	CCc1cc(CNC(=O)CC2C(=O)NCCN2CC2CCCCC2)on1 (stereo not drawn)	14%	-8%	5%
80	COc1cccc(N2C(=O)C3CCCN3C2c2ccc(F)cc2)c1 (stereo not drawn)	-17%	-3%	2%
81	CCn1c(CC(=O)Nc2ccccc2)nnc1SCC(=O)Nc1nnc(C)s1	?	2%	0%
82	COc1cccc(-n2nnnc2SCC(=O)NCc2ccco2)c1	-5%	-10%	1%
83	CSc1ccc(S(=O)(=O)NCCCn2ccnc2)cc1	-24%	1%	nt
84	COC(=O)c1cc(Oc2ccc(C(=O)OC)cc2N)cc(C(=O)OC)c1	15%	-9%	6%
85	COc1cccc(CN2CCN(C(=S)NCc3ccc(Cl)cc3)CC2)c1	21µM*	?	6%
86	CC1CCCCC1NC(=O)COC(=O)CCC(=O)c1cccs1 (stereo not drawn)	-4%	-1%	-1%[56.1 µM]
87	COc1ccc(CN(C)C(=O)c2ccc(NS(=O)(=O)c3ccc(F)cc3)cc2)c(OC)c1	-1%	-24%	2%
88	CCCCNc1cc(NC(C)=O)cc2cc(OC)c(OC)cc12	?	18µM*	3%
89	CCOC(=O)C(=CNc1ccc2c(c1)c1ccccc1n2CC)C(=O)OCC	8.2µM*	15µM*	-2%
90	CCN(C(=S)Nc1ccc(C(C)=O)cc1)C1CCCCC1	-16%	-1%	-1%
91	CCOC(=O)CC(NC(=O)c1ccc(C)cc1)c1ccc(C)cc1 (stereo not drawn)	?	-3%	4%
92	CSc1nc(N)nc2c1ncn2CC(=O)NCc1ccc2c(c1)OCO2	8.2µM*	16µM*	nt
